Hep lipid drop: inhibitors of hepatocyte lipid droplet formation, primary screen, imaging, high-throughput imaging, BODIPY stain; AML12 mouse hepatocytes, oleate lipid droplets; inhibition, % at 6.5 µM; 240,000 compounds, 0.4% hits;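 active = lipid droplet intensity inhibited by at least 50%, with more than 500 cells counted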
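System: AML12 hepatocytes (mouse). Probe or stimulus: oleic acid at 100 µM to induce lipid droplet formation. Times: overnight treatment with compound plus oleate. Detection: Image-based BODIPY and DAPI two-channel analysis. Evaluation: percent inhibition of filter-corrected integrated lipid droplet intensity per well.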
UTI89 phage lysis: inhibition of K1F phage lysis, E. coli UTI89, bacterial capsule biogenesis inhibitors, alamar blue (AID 488966); E. coli UTI89 K1F phage lysis, alamar blue, 2 h; higher % means a stronger effect; one-dose inhibition, % at 100 µM; IC50 in µM for titrated hits; 340,000 compounds, 0.02% hits;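 active = phage lysis inhibition, versus mean bacterial control, above a set limit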;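 note: capsule biogenesis inhibitors block K1F phage lysis so surviving cells raise fluorescence; higher fluorescence means more inhibition of phage lysis; actives were called in the ten point dose series up to 300 µM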
SIAH1 antagonists: Siah-1 peptide-binding antagonists, primary screen, biochemical, fluorescence polarization, rhodamine-plectin, uHTS (AID 1817) | E3 ubiquitin-protein ligase SIAH1 (Homo sapiens) | Siah-1 / rhodamine-plectin peptide fluorescence polarization; higher % means a stronger effect | one-dose displacement, % at 20 µM; IC50 in µM for titrated hits | 290,000 compounds, 0.02% hits;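 active = displacement of at least 50% at 20 µM, with a fluorescence ratio check between 0.3 and a set limit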;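 note: plate controls were Siah plus tracer with DMSO for no effect and tracer alone without Siah for full effect; strong numbers were not always called active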
Hep lipid drop cells 6.5 µM: second read-out of Hep lipid drop, no call of its own (marks repeat the call); cell count; measured here: cell count, cytotoxicity flag;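 cells counted across two imaged fields per well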
Starred values were filed as active, the others as inactive; i = inactive; [ ] = another dose, or the depositor's remark.

SMILES	Hep lipid drop	SIAH1 antagonists	UTI89 phage lysis	Hep lipid drop cells 6.5 µM
CCCc1ccc(OCC(O)CN2CCN(c3ccccn3)CC2)cc1 (stereo not given)	-28	2%	0.6%	701
Cc1ccc(NC(=O)CCN2CC(C)OC(C)C2)cc1 (stereo not given)	-1	11%	0.2%	789
COc1ccc(NC(=O)c2oc3ccccc3c2NC(=O)C2CC2)cc1OC	3	-7%	0.1%[50 µM]	810
S=C(NCCc1ccccc1)N1CCOCC1	-8	6%	0.3%	827
COc1ccc(C2Nc3ccccc3NC3=C2C(=O)CC(C)(C)C3)c(OC)c1OC (stereo not given)	9	0%	0.4%	818
O=C(O)c1ccccc1C(=O)N1CCN(c2ncccn2)CC1	22	0%	-1.1%[50 µM]	719
O=C(C1CCCN(S(=O)(=O)c2ccccc2)C1)N1CCN(c2ccccc2)CC1 (stereo not given)	1	0%	-0.1%	841
COc1ccc(-c2cn3cccnc3n2)cc1NC(=O)C(C)Oc1ccccc1 (stereo not given)	-16	-1%	-0.4%	719
O=c1[nH]c(C2CCN(S(=O)(=O)c3ccccc3)CC2)nc2c1nnn2Cc1c(F)cccc1Cl	2	9%	-0.3%	846
CC(C)(C)OC(=O)N[C@@H](Cc1ccccc1)C(=O)N[C@@H](CO)[C@H](O)[C@@H]1C[C@@H]1C(=O)NC1CC1	8	-1%	0.7%	848
COc1cc(C(=O)NC2CC(C)(C)Cc3c2cnn3-c2ccccc2)cc(OC)c1OC (stereo not given)	14	2%	0.6%	734
Nc1cccc(C(=O)Nc2cccc3ncccc23)c1	1	-9%	-0.1%	836
CS(=O)(=O)Nc1ccccc1C(=O)NCCSc1ccc(Cl)cc1	-3	1%	-0.2%	777
Cc1cc(C)nc(N/N=C/c2ccc([N+](=O)[O-])o2)n1	-22	-5%	0.1%	404
COc1ccccc1CNC(=O)c1ccccc1NC(=O)C1=C(C)OCCS1	-23	1%	0.8%	654
CCN(CC)C(=O)CSc1nc(COc2ccccc2)nc2ccccc12	7	8%	-1.3%	859
COc1ccc2cc(OCC(=O)NNC(=O)Nc3ccc(F)cc3)ccc2c1	-8	-2%	0.1%	724
Cc1ccc(CNC(=O)c2ccc(Cn3nc(C)cc3C)o2)cc1	-22	2%	-0.2%	743
CCCc1ccc(S(=O)(=O)NCc2nnc(SC)n2C)cc1	-1	-2%	0.4%	823
O=C(COCc1cc(-c2cccs2)on1)NC1CCCCC1	-12	11%	0.8%	724
COC(=O)C(Cc1ccc(O)cc1)NC(=O)C(C)NC(=O)c1ccc(C(C)(C)C)cc1 (stereo not given)	-5	0%	0.0%	814
Cc1ccc(C)c(NC(=O)CN(C)C(=O)CSC(C)C(=O)Nc2cc(C)on2)c1 (stereo not given)	-7	-1%	1.1%[50 µM]	810
CCOc1ccccc1NC(=O)CSc1nnc(CCC(=O)Nc2ccccc2F)n1C	-14	-6%	1.2%[50 µM]	593
CCn1c2ccccc2c2cc(CNCCCN3CCOCC3)ccc21	-13	0%	0.9%	789
Cc1ccc(S(=O)(=O)N2CCCC(C(=O)NC3CC3)C2)cc1 (stereo not given)	16	2%	0.1%	804
O=S(=O)(c1ccc(Br)cc1)N1CCCC1	5	6%	0.2%	805
OCCc1c[nH]c2ccccc12	-2	2%	-4.9%	793
Cc1ccc(C(=O)NCCN2CCN(C(=O)c3ccc(C)c(C)c3)CC2)cc1C	-11	-1%	0.1%	853
CCc1ccc(NC(=S)N2CCN(S(=O)(=O)c3ccccc3)CC2)cc1	-10	2%	0.4%[50 µM]	697
CCOC(=O)c1c(-c2ccc(OC)cc2)oc2ccc(O)cc12	-11	-6%	0.1%	818

Of the compounds above, seven have an aryl methoxy group:
SMILES	Hep lipid drop	SIAH1 antagonists	UTI89 phage lysis	Hep lipid drop cells 6.5 µM
COc1ccc(NC(=O)c2oc3ccccc3c2NC(=O)C2CC2)cc1OC	3	-7%	0.1%[50 µM]	810
COc1ccc(C2Nc3ccccc3NC3=C2C(=O)CC(C)(C)C3)c(OC)c1OC (stereo not given)	9	0%	0.4%	818
COc1ccc(-c2cn3cccnc3n2)cc1NC(=O)C(C)Oc1ccccc1 (stereo not given)	-16	-1%	-0.4%	719
COc1cc(C(=O)NC2CC(C)(C)Cc3c2cnn3-c2ccccc2)cc(OC)c1OC (stereo not given)	14	2%	0.6%	734
COc1ccccc1CNC(=O)c1ccccc1NC(=O)C1=C(C)OCCS1	-23	1%	0.8%	654
COc1ccc2cc(OCC(=O)NNC(=O)Nc3ccc(F)cc3)ccc2c1	-8	-2%	0.1%	724
CCOC(=O)c1c(-c2ccc(OC)cc2)oc2ccc(O)cc12	-11	-6%	0.1%	818

Going on with the list:
SMILES	Hep lipid drop	SIAH1 antagonists	UTI89 phage lysis	Hep lipid drop cells 6.5 µM
COc1cc(C2SCC(=O)N2Cc2ccccc2)ccc1O (stereo not given)	-21	1%	-0.8%[50 µM]	810
CC(C)C[C@@H](CN=[N+]=[N-])N1CCN(Cc2ccccc2)CCC1=O	-2	0%	0.9%	778
O=C(c1cc(COc2ccc(F)cc2Cl)on1)N1CC[C@@H]2CCCC[C@H]2C1	-6	3%	0.0%	719
CC(C)Oc1cccc(C(=O)C2CCCN(C(=O)c3ccc4c(c3)OCO4)C2)c1 (stereo not given)	-22	3%	0.3%	768
CC(C)(C)c1cc[n+](-c2[nH]c(=O)sc2/C=N/NC(=O)c2ccccc2[O-])cc1	-17	1%	0.0%	832
CC(=O)c1cccc(NC(=O)COc2ccc3oc(=O)cc(C)c3c2)c1	-8	9%	8.4%	816
COCCNC(=O)c1cccc(OC2CCN(Cc3cccc(SC)c3)CC2)c1	8	-9%	-0.4%	810
Cc1sc2ncn(CC(=O)NCC(=O)N3CCN(c4ccccc4F)CC3)c(=O)c2c1C	-3	13%	0.5%	743
CC1CN(C(=S)Nc2ccccc2C(F)(F)F)CC(C)O1 (stereo not given)	3	7%	0.7%[50 µM]	828
C=CCn1c(SCC(=O)NC2CC2)nnc1-c1ccccn1	-2	5%	-0.8%[50 µM]	823
O=[N+]([O-])c1ccc(OCCCCCN2CCOCC2)cc1	4	3%	0.6%	826
CNC(=O)CSc1nc2ccccc2c(=O)n1C1CCCCC1	-2	-2%	0.5%	840
Cc1noc(C)c1S(=O)(=O)N(CC(=O)NC1CCCC1)c1ccc(C(C)C)cc1	-4	-3%	0.5%	715
Cc1cccc(/C=N/NC(=O)c2cc(C3CC3)nc3ccccc23)n1	-3	8%	-0.2%	739
COc1ccc(NC(=S)Nc2cccc3ccccc23)cc1OC	-16	18%	0.8%[50 µM]	825
COc1ccccc1N1CCN(C(=O)CNS(=O)(=O)c2ccc(Br)s2)CC1	-44	1%	0.3%	786
O=C(CCN1N=C(c2ccccc2)CCC1=O)NCC1CCCO1 (stereo not given)	-9	0%	0.2%	692
CN(c1ccc(C(=O)N/N=C/c2cccc([N+](=O)[O-])c2)cc1)S(=O)(=O)c1ccccc1	-1	-6%	0.7%	814
Cc1cc(C)c2c(n1)SCC(=O)N2CC(=O)Nc1cccc(Cl)c1	6	0%	5.2%	809
CCOC(=O)c1cc(C)sc1NC(=O)CN1CCN(C(=O)c2ccco2)CC1	17	2%	-0.4%[50 µM]	690
Cc1ccc(CCCNC(=O)C2CCC(=O)N(Cc3cccc(F)c3)C2)cc1 (stereo not given)	-20	3%	-0.1%	718
CCOc1ccc(NC(=O)C2CCN(S(=O)(=O)c3ccc4c(c3)CC(C)N4C(C)=O)CC2)cc1 (stereo not given)	-2	3%	0.0%	708
CCN(Cc1ccccc1)C(=O)CCNS(=O)(=O)c1cc(Br)cnc1N	-18	-4%	0.2%	782
CCOCCCNC(=S)N1CCN(c2nc(-c3ccccc3)cs2)CC1	1	3%	0.9%	839
COc1ccnc2c1c(=O)n(Cc1cccc(F)c1)c(=O)n2C	1	3%	0.1%	790
COc1ccc(C(C)=O)cc1COC(=O)C1CC(=O)N(Cc2ccccc2)C1 (stereo not given)	-2	2%	2.9%[50 µM]	706
CC(=O)c1c(C)[nH]c(C(=O)NCC2CCCCC2)c1C	-7	14%	-0.4%	692
CC1=CC=CC2=NC(=O)CC(C)(C(=O)N(CC(=O)NC3CCCC3)c3ccc(F)cc3)N12 (stereo not given)	6	5%	0.6%	810
COc1ccc(S(N)(=O)=O)cc1C(=O)OCCCOC(=O)c1cc(S(N)(=O)=O)ccc1OC	-2	-2%	0.0%	686
CCN(CC(=O)N1CCCC1)S(=O)(=O)c1ccc(Br)cc1	7	2%	0.4%	859

Next section.
SMILES	Hep lipid drop	SIAH1 antagonists	UTI89 phage lysis	Hep lipid drop cells 6.5 µM
O=C(COc1ccc(Cl)cc1)N(Cc1ccc(F)cc1)C1CCS(=O)(=O)C1 (stereo not given)	8	0%	0.1%	746
COc1ccc(NC2CCCN(C(=O)CCC(=O)c3ccc(F)cc3)C2)cc1 (stereo not given)	4	0%	-0.3%	871
O=C(Nc1ccc(S(=O)(=O)N2CCOCC2)cc1)c1cccc([N+](=O)[O-])c1	-3	-10%	-1.1%	745
O=C(NC(Cc1ccccc1)C(=O)NCCc1ccccn1)c1ccccc1 (stereo not given)	2	-3%	0.2%	803
COc1ccc(NS(=O)(=O)c2cc3c4c(c2)C(C)C(=O)N4CCC3)cc1 (stereo not given)	-10	7%	0.6%	701
CC(C)Cn1nc(-c2ccccc2)c2ccccc2c1=O	15	9%	0.2%	838
CC(NC(=O)CNC(=O)[C@@H]1Cc2ccccc2CN1)c1ccccc1 (stereo not given in full)	2	4%	0.4%	774
CCCCc1nc(SCC(=O)Nc2cccc(Cl)c2)n[nH]1	2	-1%	0.1%	714
COc1ccc(NC(=O)c2csc(C)c2)cc1OC	-1	0%	-0.2%	792
CCc1ccccc1NC(=O)NNC(=O)CCc1ccccc1	0	3%	0.2%[50 µM]	835
C=CCn1c(O)c(N=NC(=O)CNC(=O)Cc2ccccc2)c2ccccc21	10	-7%	-1.7%	773
CC(=O)NN1C(=O)c2ccccc2NC1c1ccc(N(C)C)cc1 (stereo not given)	13	0%	0.1%	780
COc1ccc(CCNC(=O)CCC(=O)N2CCOc3ccc(C)cc32)cc1OC	-1	i	-0.2%	687
COc1ccc(S(=O)(=O)N2CCC(C(=O)N3CCN(C)CC3)CC2)cc1OC	10	1%	0.4%	811
Cc1cc(C)n2nc(SCC(=O)Nc3ccccc3C)nc2n1	2	1%	-0.7%	821
Cc1ccc2oc(C(=O)Nc3nonc3C)c(C)c2c1	10	-3%	0.3%	739
Cc1cc(Nc2cccc(C(=O)O)c2)n2ncnc2n1	2	1%	0.1%	840
Nc1nc(-c2cc3c(cc2Cl)OCCO3)cs1	3	-4%	0.2%	845
Cc1ccccc1CC(=O)N1CCN(C(=O)c2ccco2)CC1	-2	1%	0.2%	859
COc1ccc(C(=O)N2CCCC(N3CCN(c4ccccc4F)CC3)C2)c(OC)n1 (stereo not given)	2	-2%	0.0%	653
Cc1ccc(S(=O)(=O)N2CCC(C(=O)OCC(=O)Nc3cc(S(C)(=O)=O)ccc3Cl)CC2)cc1C	6	8%	1.3%[50 µM]	814
CC(=O)N1CCN(c2ccc(NC(=O)C(c3ccccc3)c3ccccc3)cc2)CC1	10	3%	-0.1%	820
CCOc1ccc(CNC(=O)CCCn2nc(C)c3c(C)n(-c4ccc(C)cc4)nc3c2=O)cc1	9	-2%	0.0%	694
CCOC(=O)c1ccc(N2CCOCC2)c(NC(=O)c2nccnc2C(=O)O)c1	8	2%	-0.1%	799
COC(=O)COc1ccc(C2NC(=O)NC(c3ccccc3)=C2C(C)=O)cc1Br (stereo not given)	6	-4%	0.3%	827
O=C(C1=C(O)C(=O)N(CCN2CCOCC2)C1c1ccc(F)cc1)c1cccs1 (stereo not given)	-2	2%	-0.2%	787
CC1CCCCC1NC(=O)CCNS(=O)(=O)c1ccc2c(c1)CCC(=O)N2 (stereo not given)	-4	1%	0.4%	643
COc1ccc(NC(=O)c2cccc(Cl)c2)c[n+]1[O-]	-8	2%	-0.5%[50 µM]	774
C/C(=N\NC(=O)c1cc(-c2ccc(C)s2)nc2ccccc12)c1cccnc1	5	0%	0.1%	684
CS(=O)(=O)N1c2cccc3cccc(c23)S1(=O)=O	0	3%	0.0%	841

The listing continues.
SMILES	Hep lipid drop	SIAH1 antagonists	UTI89 phage lysis	Hep lipid drop cells 6.5 µM
COc1ccc(C(=O)CCC(=O)Nc2cccnc2)cc1OC	2	-2%	0.5%	748
Cc1cc(C(=O)N2CCc3ccccc3C2)no1	-14	-7%	2.9%[50 µM]	555
COc1ccc(OC)c(/C=C/c2nc3ccccc3[nH]c2=O)c1	10	-1%	-1.2%	818
O=C(CCn1cncn1)N1CCCC(N2CCN(c3ccc(F)cc3)CC2)C1 (stereo not given)	32	47%	-0.1%	741

Screening results: PubChem BioAssay, several laboratories

The list is partial (hit frequency here may not be typical).
